RGS12 GoLoco inh: blocks human Gai1 binding to RGS12 GoLoco peptide, red readout. P63096. Gai1:RGS12 GoLoco peptide FP, rhodamine, 10 min. Potency, µM (series often up to 61.6 µM), without a hit: at the top dose activity, negative = inhibition, usual class: inhibitors. 230,000 tested, 0.44% active. AID 880; active means well fitted inhibition curve with a large enough effect, not every such curve was filed as active; inactive means no such curve, though single readings can be large or run the other way; further: on the % scale 0 is the no-effect control and ±100 the full control effect; nearly all actives have a fitted effect of over 30% in size; many of its hits are not listed in these tables
Target sequence (P63096 whole entry, looked up): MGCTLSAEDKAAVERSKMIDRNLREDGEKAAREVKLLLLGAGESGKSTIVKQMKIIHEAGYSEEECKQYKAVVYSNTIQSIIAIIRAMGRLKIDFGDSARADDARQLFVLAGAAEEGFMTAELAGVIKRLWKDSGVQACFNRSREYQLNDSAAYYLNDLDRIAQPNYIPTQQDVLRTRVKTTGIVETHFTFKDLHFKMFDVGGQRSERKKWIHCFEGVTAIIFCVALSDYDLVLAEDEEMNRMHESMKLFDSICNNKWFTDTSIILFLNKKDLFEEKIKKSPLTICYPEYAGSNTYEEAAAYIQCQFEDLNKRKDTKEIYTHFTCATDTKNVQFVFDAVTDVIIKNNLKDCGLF
NPSR antagonist: blocks cAMP signaling of the human neuropeptide S receptor; Q6W5P4; CHO-NPSR cells, cAMP TR-FRET, antagonist mode; Potency, µM (doses to about 38.3 µM), for the others: top-dose activity change, negative = inhibition, hits mostly inhibitors; 220,000 tested, 1% active; AID 1461; further: on the % scale 0 is the no-effect control and ±100 the full control effect; nearly all actives have a fitted effect of over 50% in size; many of its hits are not listed in these tables
Target sequence (Q6W5P4 whole entry, looked up): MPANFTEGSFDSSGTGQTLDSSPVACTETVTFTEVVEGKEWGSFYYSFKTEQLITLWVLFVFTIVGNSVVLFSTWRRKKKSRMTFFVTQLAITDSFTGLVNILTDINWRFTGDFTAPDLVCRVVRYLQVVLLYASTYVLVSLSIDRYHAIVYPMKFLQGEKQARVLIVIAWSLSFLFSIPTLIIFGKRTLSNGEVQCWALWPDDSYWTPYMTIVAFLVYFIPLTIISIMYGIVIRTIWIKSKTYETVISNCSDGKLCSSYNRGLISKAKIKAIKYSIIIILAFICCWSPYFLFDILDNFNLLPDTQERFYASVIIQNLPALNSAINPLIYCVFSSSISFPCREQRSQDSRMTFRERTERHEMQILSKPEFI
RECQ1 inh: inhibitors of human RECQ1 DNA helicase | P46063 | RECQ1 DNA unwinding, red fluorescence kinetic read | Potency, µM (titrated, usually from 57.3 µM), without a hit: at the top dose activity, negative = inhibition, hits mostly inhibitors | 240,000 tested, 0.54% active | AID 2549;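 further: plate controls were vehicle for no effect and no enzyme for full effect; nearly all actives have a fitted effect of over 30% in size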
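RECQ1T1 50 nM; forked duplex (20 bp + 30-nt ss tails) 200 nM, ATP 2 mM final; pH 8.0, 2 mM MgCl2, 2.5 ug/ml poly(dI-dC); 15 min compound preincubation; discontinuous kinetic read over 2 h at RT.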
SMN2 splice enh: enhancers of SMN2 splice variant expression. HEK293 SMN2-luciferase splicing reporter, luminescence, 30-36 h. Potency, µM (top dose mostly 46.1 µM), without a hit: top-dose activity change, positive = activation, most hits filed as activators. 210,000 tested, 2.8% active; further: % of control where 0% means no effect; nearly all actives have a fitted effect of over 55% in size
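HEK293 cells carry an SMN2 […]–luciferase reporter in which exon 7 inclusion puts luciferase in frame. Cells were plated 10-12 h before compound addition, then incubated 30-36 h at 37C. ONE-Glo luminescence was read; sodium butyrate at 4.5 mM final served as control.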
Epigenetic reg: derepresses silenced GFP reporter in murine cells; murine LDR cells, GFP reporter derepression, 30 h; AID 1865; 280,000 tested, 0.2% active; Potency, µM (top dose mostly 53.9 µM), without a hit: top-dose GFP activation, most hits filed as activators; further: % of control where 0% means no effect; nearly all actives have a fitted effect of over 60% in size
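In this reporter-derepression format, murine cells bearing a silenced integrated CMV-GFP locus incubate with test compound (30 h, 37 C), then are washed and imaged; fluorescent objects of 20–120 um count as induced cells.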
KinaseGlo FLuc: blocks Kinase-Glo luciferase, a counter-screen artifact. Kinase-Glo luciferase, ATP luminescence, 8 min. Potency, µM (series often up to 38.3 µM), for the others: at the highest dose activity change, negative = inhibition, usual class: inhibitors. 200,000 tested, 0.28% active. AID 1379; further: on the % scale 0 is the no-effect control and ±100 the full control effect; nearly all actives have a fitted effect of over 60% in size
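Substrate mix (final 50 mM imidazole pH 7.2, 50 mM KCl, 7 mM MgCl2, 10 uM ATP, 0.01% Tween 20, 0.05% BSA) plus pin-tool compound, then Kinase-Glo detection mix; 8 min ambient, luminescence read.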
IMPase Li inh: IMPase inhibition in cells with lithium potentiation. CHO-M1 cells, IP1 TR-FRET (IP-One), carbachol + lithium. Potency, µM (series often up to 59.4 µM), for inactives: at the highest dose activity, negative = IMPase inhibition, usual class: inhibitors. AID 1457. 210,000 tested, 0.35% active;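 further: IP1 builds up when IMPase is blocked and the TR-FRET signal falls; plate controls were basal vehicle for no effect and high inhibitor control for full effect; nearly all actives have a fitted effect of over 50% in size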
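Readout is a homogeneous TR-FRET IP1 immunoassay (Ex 320, Em 665 and 620), where raised cytosolic IP1 lowers signal. Cells were CHO-M1 treated 30 min at 37C with test compounds plus a little lithium; AC50 values came from Hill-equation fitting.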
JMJD2E inh: inhibitors of human JMJD2E histone demethylase; B2RXH2; JMJD2E catalytic domain, FDH-coupled NADH fluorescence (FDH is formaldehyde dehydrogenase); Potency, µM (top dose mostly 57.1 µM), for the others: at the highest dose activity change, negative = inhibition, most hits filed as inhibitors; 230,000 tested, 1.6% active; AID 2147; active means well fitted inhibition curve with a large enough effect, not every such curve was filed as active; inconclusive means small, poorly fitted or top-dose-only effect, or another doubt; inactive means no such curve, though single readings can be large or run the other way;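 further: 0% = wells with enzyme and -100% = buffer wells without enzyme; nearly all actives have a fitted effect of over 50% in size; many of its hits are not listed in these tables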
Target sequence (B2RXH2 1-337 limits assumed): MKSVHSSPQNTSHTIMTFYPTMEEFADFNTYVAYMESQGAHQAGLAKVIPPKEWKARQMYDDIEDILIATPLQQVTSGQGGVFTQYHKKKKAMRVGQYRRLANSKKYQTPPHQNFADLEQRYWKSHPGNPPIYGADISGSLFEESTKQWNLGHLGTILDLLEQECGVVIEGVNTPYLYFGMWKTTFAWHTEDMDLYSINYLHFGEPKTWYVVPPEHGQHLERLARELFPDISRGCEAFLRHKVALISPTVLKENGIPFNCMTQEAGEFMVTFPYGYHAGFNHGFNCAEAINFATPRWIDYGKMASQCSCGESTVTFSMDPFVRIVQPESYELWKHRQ
Numbers without * were called inactive; i = inactive; ? = inconclusive; nt = not tested or not shown; [ ] = dose if it differs, or a comment. Unless noted, the call rests on the fitted dose curve; in most records, active means well fitted curve in the direction sought with a large enough effect; inconclusive means small, poorly fitted or top-dose-only effect, or another doubt; inactive means no such curve, though single readings can be large; an effect the other way counts as inactive or inconclusive. Potency means the concentration at half of the fitted maximal effect.

SMILES | RGS12 GoLoco inh | NPSR antagonist | RECQ1 inh | SMN2 splice enh | Epigenetic reg | KinaseGlo FLuc | IMPase Li inh | JMJD2E inh
O=C(NC1CCCC1)C(c1ccc(N2CCOCC2)cc1)N(Cc1ccco1)C(=O)c1ccco1 (stereo not given) | 0% | ? | -12% | -6% | -1.0% | -6% | 9%[38.3 µM] | -5%
O=S(=O)(c1ccc2c(c1)OCCO2)N1CCC(c2nc3ccccc3s2)CC1 | 6% | ? | -14% | -61%[inhibitor] | 6.1% | 1% | -17%[38.3 µM] | -3%
Cn1cnnc1SCC(=O)c1ccc(OC(F)F)cc1 | -3% | -5%[46.1 µM] | -15% | -4% | 0.8% | 0% | 20%[38.3 µM] | 4%
O=C(c1ccc([N+](=O)[O-])cc1[N+](=O)[O-])n1cnc2ccccc21 | 3% | -1% | -9% | -3% | 6.7% | 1% | 0% | 1%
N#Cc1ccc(N2CCN(c3ccc(F)cc3)CC2)cc1 | -5% | -16%[46.1 µM] | 5% | -22% | -0.8% | 6% | 10% | ?
CN(C)c1ccc(NC(=O)c2ccc(COc3cccc(Cl)c3)o2)cc1 | 27% | -28%[46.1 µM] | i | -5% | -0.8% | -5% | 55%[activator][38.3 µM] | -12%
Cc1ccc2[nH]c3c(N4CCN(Cc5ccccc5)CC4)ncnc3c2c1 | 2% | 13µM* | -21% | -49%[inhibitor] | -0.9% | -1% | 32%[activator][38.3 µM] | ?
CC(C)OC(=O)c1c(-c2ccc(C(C)C)cc2)csc1NC(=O)C1CCCO1 (stereo not given) | 6% | -21%[46.1 µM] | 0% | -47%[inhibitor] | 0.0% | -5% | 1%[38.3 µM] | -3%
COCCCNC(=S)Nc1cccc2ncccc12 | 15% | 10% | 5% | -40%[inhibitor] | -1.3% | 0% | 4% | -10%
O=C1NC(c2ccccc2)=C(c2nc3ccccc3s2)C(c2ccc(O)cc2)N1 (stereo not given) | 5% | -27%[46.1 µM] | -13% | -16% | -4.2% | 1% | -3%[38.3 µM] | ?
Cc1nn(-c2ccccn2)c2c1C(c1ccncc1)C1=C(CC(C)(C)CC1=O)N2 (stereo not given) | 28% | -14%[46.1 µM] | i | 2% | 4.3% | 0% | 25%[38.3 µM] | ?
O=c1[nH]c2ccc(S(=O)(=O)N3CCCCC3)cc2[nH]1 | 0% | -4%[46.1 µM] | -10% | -1% | -1.1% | -3% | -7%[38.3 µM] | 0%
CCCNC(=O)COc1nc2ccccc2nc1N1CCOCC1 | 8% | -2% | -3% | 2% | -2.0% | 10% | 1% | 2%
COC(=O)c1nn(-c2cccc(C)c2)c2nnc(Cc3ccccc3)c(=O)n12 | -3% | 2% | -8% | 10% | -1.0% | -6% | -1% | 1%
O=C(O)c1nn(-c2ccc(Cl)cc2)c2c1C(=O)c1ccccc1C2=O | -1%[14.2 µM] | nt | nt | 5%[9.22 µM] | nt | -3%[7.66 µM] | 16% | nt
CCCCNC(=S)Nc1ccc(-c2nc3ccc(C)cc3s2)cc1 | 11% | -8% | 6% | 3.5µM* | -0.6% | 2% | -22% | ?
CCCCC(CC)C(=O)Nc1ccc(Nc2ccccc2)cc1 (stereo not given) | -2% | -52% | 1% | ? | 0.0% | -5% | 25% | -5%
CC1Cc2nc(SCC(=O)Nc3ccc(F)cc3F)n(C)c(=O)c2S1 (stereo not given) | 10% | ? | 5% | -27% | 2.6% | -5% | -5%[38.3 µM] | 1%
COc1ccc(Cl)cc1S(=O)(=O)Oc1ccc(NC(C)=O)cc1 | 7% | -11%[46.1 µM] | -7% | -7% | -1.2% | -1% | 12% | 1%
CC1CCc2sc(C(=O)OC(C)C(=O)Nc3ncc(Cl)cc3Cl)cc2C1 (stereo not given) | -5% | 4% | -4% | 0% | 2.1% | 1% | 0% | 0%
C=CCn1c(SCC(=O)Nc2cc(C)on2)nnc1C1COc2ccccc2O1 (stereo not given) | 4% | -2% | -3% | 9% | 1.5% | 0% | 7% | 12%
O=C(N=C1SCC(=O)N1c1ccccc1)c1ccco1 | 116%[activator] | -4%[46.1 µM] | i | ? | 2.7% | -4% | 21%[38.3 µM] | 1%
CN(C)CCNC(=O)/C(=C/c1cccc([N+](=O)[O-])c1)NC(=O)c1ccccc1 | 2% | 17% | 4% | ? | 0.0% | 0% | 6% | 11%
CCCn1c(SCC(=O)Nc2nnc(CC)s2)nc2c1c(=O)n(C)c(=O)n2C | 5% | -1%[46.1 µM] | i | -13% | -1.0% | -3% | 19%[38.3 µM] | 5%
Cc1ccc(NC(=O)COc2ccc(C3SCCS3)cc2)cc1 | 5% | 7% | -6% | -8% | -0.9% | -1% | 8% | -3%

SMN2 splice enh, hit marks shown above.
| SMILES | RGS12 GoLoco inh | NPSR antagonist | RECQ1 inh | SMN2 splice enh | Epigenetic reg | IMPase Li inh | JMJD2E inh |
| --- | --- | --- | --- | --- | --- | --- | --- |
| CCCCNC(=S)Nc1ccc(-c2nc3ccc(C)cc3s2)cc1 | 11% | -8% | 6% | 3.5µM* | -0.6% | -22% | ? |

Other entries.
SMILES | RGS12 GoLoco inh | NPSR antagonist | RECQ1 inh | SMN2 splice enh | Epigenetic reg | KinaseGlo FLuc | IMPase Li inh | JMJD2E inh
COc1ccccc1NS(=O)(=O)c1ccc(O)c(C(=O)OCC(=O)N2CCc3ccccc32)c1 | 8% | -24% | -2% | nt | 4.7% | nt | nt | ?
Cc1ccc2[nH]c(SCC(=O)N3CCOCC3)nc2c1C | 10% | -1%[46.1 µM] | -4% | 6.3µM* | 0.0% | -3% | 24%[38.3 µM] | 11%
CC(=O)COc1ccc2c(C)c(-c3ccccc3)c(=O)oc2c1 | 29% | -5% | i | -7% | -0.1% | -12% | -3% | ?
C=CCc1cccc(/C=N/NC(=O)c2ccccc2OC)c1O | 3% | -41% | -6% | -102%[inhibitor] | -2.1% | 3% | 9% | 32µM*
COc1ccc(/C=N/NC(=O)C(O)(c2ccccc2)c2ccccc2)cc1OC | -7% | 0% | -10% | -4% | 0.2% | 1% | 9% | -25%
Cc1nc(SCC(=O)NCc2ccccc2)c2c(=O)n(C)c(=O)n(C)c2n1 | 3% | -8%[46.1 µM] | 8% | -32%[inhibitor] | 1.3% | 6% | 5%[38.3 µM] | 2%
C=CCc1c(C)nc(SCCC)[nH]c1=O | 6% | 4%[46.1 µM] | -4% | -2% | -1.0% | -2% | -8%[38.3 µM] | 11%
CC(C)c1ccc(C2NC(=S)NC3=C2C(=O)CCC3)cc1 (stereo not given) | -3% | -4% | 12% | -25% | 0.0% | 0% | 14% | 12%
CC(C)(C)CN1CCNC(=O)C1CC(=O)NCCc1ccccc1C(F)(F)F (stereo not given) | 7% | -2% | i | nt | 9.1% | -1% | 6% | ?
CCOC(=O)/C(C#N)=N/Nc1c(S(=O)(=O)Cc2ccco2)csc1C(=O)OC | 3% | 10% | 9% | nt | 2.2% | nt | nt | ?
CCC(=O)N1CCc2cc(S(=O)(=O)NCCC(=O)N3CCc4ccccc4C3)ccc21 | 11% | -26%[46.1 µM] | -7% | -69%[inhibitor] | -0.9% | 2% | -20%[38.3 µM] | 6%
O=C(c1cccc([N+](=O)[O-])c1)c1ccccn1 | 5% | -34% | -5% | nt | -3.2% | nt | nt | 2%
CCOC(=O)C1=C(c2ccccc2)NC(SCC)=C(C#N)C1c1cccnc1 (stereo not given) | 6% | -23%[46.1 µM] | -11% | 17% | -0.9% | 2% | 9% | -2%
Cc1ccc(F)cc1CNC(=O)c1cc(COc2ccc3ncccc3c2)on1 | 5% | 17% | -1% | nt | 5.4% | 3% | 21% | 3%
CC(=O)c1ccc(NC(=O)C(C)Sc2ccccn2)cc1 (stereo not given) | 12% | -12% | 14% | 25% | 3.6% | 1% | 13% | 0%
Nc1ccc2cc3ccccc3cc2c1 | 8% | nt | -8% | 16% | nt | nt | -16% | nt
O=C(c1cc2ncc(Br)cn2n1)N1CCCCC1 | -2% | 12% | -1% | -7% | 1.5% | -1% | -3% | 1%
O=C(OC1Cn2c(=O)ccc(=O)n2C1)c1ccccc1 | -2% | 38% | 3% | 9% | -0.9% | 1% | -4% | -3%
CCOC(=O)C1=NN(C(=O)c2ccco2)C2(CC2)C1 | -5% | 14% | i | -6% | 1.0% | 1% | -5% | -6%
COc1ccc(/C=C/C(=O)OCc2nc3ccccc3c(=O)[nH]2)c(OC)c1 | -5% | 12% | -6% | nt | 2.9% | nt | nt | -5%
COc1ccc(NC(=O)/C(C#N)=C\c2ccc(N3CCOCC3)o2)cc1 | 11% | 14% | -6% | nt | 16µM* | -8% | 18% | ?
CCNC(=S)N/N=C1\C(=O)c2cccc3cccc1c23 | 30%[activator] | -13%[46.1 µM] | i | -6% | 1.7% | -3% | 21%[38.3 µM] | -2%
Cc1c(C(=O)Nc2ccc(N3CCOCC3)cc2)oc2ccccc12 | -22% | -17%[46.1 µM] | i | 29% | 4.2% | -5% | -1%[38.3 µM] | -17%
COc1ccccc1NC(=O)c1cc(S(=O)(=O)NCc2ccccc2)ccc1F | 11% | -9% | -1% | -24% | -0.2% | 2% | 9% | 16%
Cc1ccc(NC(=O)c2cc(-c3ccc(C)o3)nc3ccccc23)cc1 | 0% | -8%[46.1 µM] | i | 10% | 12% | -1% | 12%[38.3 µM] | -25%

The listing continues.
SMILES | RGS12 GoLoco inh | NPSR antagonist | RECQ1 inh | SMN2 splice enh | Epigenetic reg | KinaseGlo FLuc | IMPase Li inh | JMJD2E inh
CC(=O)Nc1sc(N/N=C\c2ccccc2Cl)nc1-c1cccs1 | -15% | 9% | -2% | -20% | 0.0% | 0% | 14% | -10%
C=CCN1CCN(c2ccncc2S(=O)(=O)N2CCOCC2)CC1 | -13% | 12%[46.1 µM] | i | 7% | 0.0% | -1% | 18%[38.3 µM] | -6%
Cc1cc(C(=O)Nc2nnc(C(F)(F)F)s2)no1 | 5% | -9%[46.1 µM] | -2% | 25% | 0.9% | 1% | -5% | 11%
CC(=C/C(=O)O)/C=C/c1ccc(Cl)o1 | -11% | -5%[46.1 µM] | -3% | 11% | -7.8% | -1% | 8% | ?
COc1ccc(N(C)S(=O)(=O)c2cccc(C(=O)NC3=NCCS3)c2)cc1 | -3% | -17%[46.1 µM] | -3% | -28% | 0.0% | -2% | 19% | 0%
COc1cc(NC(=O)c2ccco2)c(OC)cc1NC(=O)CCC(=O)Nc1cccc(C)c1C | 2% | -11%[46.1 µM] | -5% | -23% | -0.2% | 2% | 13%[38.3 µM] | -30%

Only part of the results is shown; rates above refer to the full screens.
